Compound activity from PubChem.
TPT1 inhibitor = Candida albicans TPT1 enzyme inhibitors, primary screen, biochemical, fluorescence polarization; AID 1962, 2009; inhibition, % at 5 µM; recombinant caTPT1, FP RNA substrate dephosphorylation; 0.81% of 300,000 active;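 active = inhibition above the mean of all tested compounds plus 3 SD, set per screening campaign, cut at about 24% in these data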;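 note: plate controls were DMSO alone for no effect and ferristatin control at 100 nM for full effect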
core dimer inh = inhibitors of HCV core protein dimerization, primary screen, biochemical, TR-FRET, high-throughput; TR-FRET GST/Flag-core106 dimerization, 1536-well; inhibition, % at 5 µM; 0.33% of 300,000 active;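 active = inhibition above the mean of all tested compounds plus 3 SD, set per screening campaign, cut at about 45% in these data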
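Test system: GST/Flag-tagged HCV core106 proteins; Medium: KF-containing HEPES buffer, pH 7.45, DTT, CHAPS, BSA; Times: compound-protein-antibody incubation 4 h at 22.5 °C; Detection: TR-FRET 671 and 617 nm emission; Benchmarks: wells lacking GST-core106 and wells with excess unlabelled core106.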
PAFAH2 FP inh = PAFAH2 enzyme inhibitors, primary screen, biochemical, fluorescence polarization, human; recombinant PAFAH2, FP-rhodamine activity probe; inhibition, % at 3.39 µM; 0.99% of 340,000 active;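 active = inhibition above the mean over all tested compounds plus 3 SD, cut at about 30% in these data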;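 note: inhibitors block probe labeling of enzyme so polarization drops; 0% = enzyme with DMSO and 100% = wells lacking PAFAH2 protein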
proCasp3 act = activators of human procaspase-3 D3A mutant, primary screen, biochemical, absorbance, PC-3 D3A mutant, single concentration | 0.11% of 330,000 active | activation, % at 8.5 µM | Caspase-3 (Homo sapiens), P42574 | recombinant procaspase-3 D3A, Ac-DEVD-pNA absorbance 405 nm | AID 463141, 2010;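 active = activation above the mean of all tested compounds plus 3 SD, cut at about 21% in these data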;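 note: 0% = DMSO alone and 100% = DMSO wells spiked with extra 5 µM PC-3 D3A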
Target sequence (P42574 whole entry D9A/D28A/D175A): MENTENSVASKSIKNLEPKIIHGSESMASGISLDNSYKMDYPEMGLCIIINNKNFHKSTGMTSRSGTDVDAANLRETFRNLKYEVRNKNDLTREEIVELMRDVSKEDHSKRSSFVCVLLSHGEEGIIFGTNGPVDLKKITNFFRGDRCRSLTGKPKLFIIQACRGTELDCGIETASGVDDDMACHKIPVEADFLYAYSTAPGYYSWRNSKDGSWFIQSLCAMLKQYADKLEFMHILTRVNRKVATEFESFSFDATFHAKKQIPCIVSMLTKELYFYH
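Assay system: Autoprocessing-dead procaspase-3 D3A mutant enzyme; also added: Ac-DEVD-pNA; doses: one concentration, 8.5 µM nominal, 0.8% DMSO; times: 1 h compound preincubation, 2 h substrate hydrolysis at 25 °C; technique: 405 nm absorbance of p-nitroaniline, reads at 0 and 120 min; measure: % activation between DMSO and enzyme-spiked controls; repeats: single replicate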
PP1 counter = PP1-alpha phosphatase inhibitors, primary screen, counter-screen for PP5 inhibitor project, biochemical, fluorescence, OMFP substrate, single point | Serine/threonine-protein phosphatase PP1-alpha catalytic subunit (Homo sapiens), P62136 | purified PP1alpha | inhibition, % at 6.7 µM | 0.9% of 320,000 active | AID 2235, 2010;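 active = inhibition above the mean inhibition of all tested compounds plus 3 SD, computed separately for each screening campaign, cut at about 15% in these data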
Target sequence (P62136 whole entry, looked up): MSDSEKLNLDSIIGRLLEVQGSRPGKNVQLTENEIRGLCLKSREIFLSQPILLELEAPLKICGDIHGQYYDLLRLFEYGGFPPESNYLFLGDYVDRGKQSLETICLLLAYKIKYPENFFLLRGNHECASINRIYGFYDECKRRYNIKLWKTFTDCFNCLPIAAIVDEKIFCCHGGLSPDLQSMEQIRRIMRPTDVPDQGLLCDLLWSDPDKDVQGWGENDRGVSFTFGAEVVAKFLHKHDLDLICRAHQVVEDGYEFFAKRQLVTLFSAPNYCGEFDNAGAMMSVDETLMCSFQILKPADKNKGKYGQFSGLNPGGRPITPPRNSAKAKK
proCasp7 act = procaspase-7 activators, primary screen, counter-screen for procaspase-3 activator project, biochemical, absorbance, HTS, human. Caspase-7 (Homo sapiens), P55210. recombinant procaspase-7, Ac-DEVD-pNA absorbance 405 nm; D23A/D198A/D206A triple mutant, cannot self-cleave; scale: DMSO 0, 5 µM enzyme 100. activation, % at 8.5 µM. 0.093% of 330,000 active. AID 463210, 2010;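 active = percent activation above the screen-wide mean plus 3 SD, cut at about 25% in these data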
Target sequence (P55210 whole entry D23A/D198A/D206A): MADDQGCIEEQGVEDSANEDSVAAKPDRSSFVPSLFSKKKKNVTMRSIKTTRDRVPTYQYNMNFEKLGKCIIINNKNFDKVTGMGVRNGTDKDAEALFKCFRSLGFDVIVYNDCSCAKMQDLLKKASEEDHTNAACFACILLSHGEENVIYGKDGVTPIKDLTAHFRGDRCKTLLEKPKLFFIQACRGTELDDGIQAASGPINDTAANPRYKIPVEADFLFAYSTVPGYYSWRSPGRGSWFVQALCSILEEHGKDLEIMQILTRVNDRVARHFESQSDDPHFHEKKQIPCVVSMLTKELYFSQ
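buffer or medium = Zinc-free HEPES/NaCl buffer, pH 7.4 | material = Procaspase-7 triple mutant (PC-7 D3A) | input = 2 µM procaspase-7 mutant as dispensed | signal = Epi-absorbance of released pNA at 405 nm, two timepoints | timing = 1 h preincubation, 2 h reaction | replicates = singlicate compound testing | evaluation = % activation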
CTSL1 counter = Fasciola hepatica cathepsin L1 inhibitors, primary screen, counter-screen for PFM18AAP inhibitor project, biochemical, QFRET, fluorogenic peptide substrate | AID 1906, 2009 | recombinant F. hepatica cathepsin L1, Z-Leu-Arg-MCA fluorescence | inhibition, % at 5.96 µM | 0.49% of 300,000 active;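 active = inhibition above the mean of all tested compounds plus 3 SD, set per screening campaign, cut at about 17% in these data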;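 note: 0% = plate median of test compound wells and 100% = 1 µM Z-Phe-Ala-diazomethylketone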
PP5 inh = PP5 phosphatase inhibitors, primary screen, biochemical, fluorescence. Serine/threonine-protein phosphatase 5 (Homo sapiens), P53041. purified PP5c, OMFP substrate fluorescence. inhibition, % at 6.7 µM. 0.18% of 320,000 active. AID 1987, 2009;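 active = inhibition above the campaign's mean inhibition across all tested compounds plus 3 SD, cut at about 9.5% in these data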;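 note: 0% = DMSO only and 100% = 100 µM cantharidin control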
AHR act = AHR activators, primary screen, cell-based, luminescence, luciferase reporter, human. Aryl hydrocarbon receptor (Homo sapiens), P35869. AHR-responsive luciferase reporter cells. AID 2796, 2010. 2.5% of 320,000 active. activation, % at 5 µM; in the data active = activation above about 47%;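 note: 0% = vehicle wells and 100% = reference agonist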
* = called active by the depositor; nt = no result given. Hits appear at their usual frequency; about 5.6% have a hit in one of these screens.

SMILES	TPT1 inhibitor	core dimer inh	PAFAH2 FP inh	proCasp3 act	PP1 counter	proCasp7 act	CTSL1 counter	PP5 inh	AHR act
COc1ccccc1NC(=O)CCC(=O)N(Cc1ccc(OC)c(OC)c1)c1nccs1	-3	4	2	-5	0	-6	1	1.5	2
CC1=NNC(=O)C1Oc1ccccc1 (configuration not stated)	-2	1	2	12	-2	0	-2	-3.0	-2
COc1cc(OC)cc(C(=O)NCC(=O)Nc2ccc(C)c(Cl)c2)c1	-3	5	-11	9	-1	5	4	2.3	12
Cc1ccc(S(=O)(=O)NNC(=O)c2csnn2)cc1	1	-13	2	-16	1	-10	1	2.1	1
CC1CC(=O)Nc2ccccc2N1S(=O)(=O)c1cccc(F)c1 (configuration not stated)	-3	-1	nt	5	2	9	-1	0.5	-2
O=[N+]([O-])c1cc([N+](=O)[O-])c(Oc2c(F)ccc(F)c2F)cc1NN1CCCCC1	2	12	5	-4	-5	-5	-3	1.3	1
COCCn1c(N)c(C(=O)c2cccc(S(=O)(=O)N3CCCCCC3)c2)c(=O)[nH]c1=O	nt	nt	7	6	1	3	nt	0.4	0
CCSC1=N/C(=C\c2ccccc2)C(=O)N1c1ccc(OC)cc1	0	1	-3	7	-1	-4	2	2.1	1
CCC(=O)c1ccc(OCC(=O)OCC(=O)N2c3ccccc3NC(=O)C2(C)C)cc1	-1	0	0	-3	-3	-1	-5	1.8	-2
CCc1ccc(Nc2nnc(SCC(=O)N(C)C3CCS(=O)(=O)C3)s2)cc1 (configuration not stated)	0	-1	-9	-2	-5	0	1	-1.8	13
CCOc1ccc(S(=O)(=O)Nc2cccc(-c3ccc(N4CCCCCC4)nn3)c2)cc1	-1	24	-10	0	6	6	3	2.0	2
COc1ccc(CCNC(=O)c2ccc(N(C)S(=O)(=O)c3ccccc3)cc2)cc1	-2	1	-5	4	-3	2	2	2.7	4
CN1CCN(c2ccc(S(=O)(=O)N3CCCCC3)cc2[N+](=O)[O-])CC1	-1	-2	1	-5	0	5	1	1.5	-2
CCN(C(=O)COC(=O)c1nc(Cl)ccc1Cl)C1CCS(=O)(=O)C1 (configuration not stated)	3	4	1	5	-10	2	-1	0.6	-3
C=CCn1c(SCC(=O)NC2CCCC2)nc2sc(C)cc2c1=O	1	2	3	7	-6	2	2	-2.6	-1
COC(/C=C/Nc1ccc(C)c(C)c1)=C(C#N)C#N	0	-7	1	2	-6	5	-4	0.5	17
O=C(COC(=O)c1ccccc1NS(=O)(=O)c1cccs1)NC1CCCCC1	0	1	2	5	-4	-10	0	2.1	2
Cc1cc(C)nc(SCc2cc(=O)c(OC(=O)c3ccc(Cl)c([N+](=O)[O-])c3)co2)n1	0	8	1	0	2	0	-4	1.1	-1
COCCN(C(=O)c1cc2c(s1)CCC2)c1c(N)n(CC(C)C)c(=O)[nH]c1=O	nt	nt	12	8	1	-3	nt	0.8	0
CNS(=O)(=O)c1ccc(C(C)(C)C)cc1	0	-4	1	-3	1	5	-2	-0.2	-1
CCOc1ccccc1NC(=O)COC(=O)/C=C/c1cccs1	nt	nt	25	1	nt	-15	nt	nt	3
COc1ccccc1N1CCN(c2ncnc3sc(C)c(-c4ccccc4)c23)CC1	-5	9	3	7	1	7	2	0.6	6
CCOc1ccc2nc(NC(=O)/C=C/c3ccc4c(c3)OCO4)sc2c1	1	16	-8	-4	1	1	0	1.2	12
CCOc1ccc(NC(=O)CSc2nnc(-c3ccco3)n2C)cc1	-5	0	3	5	-4	9	-5	1.9	-4
CC(=O)c1ccc(-c2nnc(CCC(=O)N(C)Cc3c(C)nc4ccccn34)o2)s1	2	8	-15	7	-1	5	-3	3.5	1
COCCN=C1N[C@@H](c2cccc(C(F)(F)F)c2)C(C(=O)OC)=C(C)N1Cc1ccccc1	-5	3	2	-2	-4	5	-3	2.6	2
CCOc1ccc(NS(=O)(=O)c2ccc(NC(=O)C3CC3)cc2)cc1	-2	-14	-1	-3	-2	-9	1	5.8	0
CN1CCN(C(=O)CN(c2cc(C(F)(F)F)ccc2Cl)S(C)(=O)=O)CC1	-2	-3	2	1	-2	4	-2	0.3	2
Cc1ccc(S(=O)(=O)N(C)c2ccc(OCC(=O)Nc3nc(-c4ccccc4)cs3)cc2)cc1	1	30	-30	-3	6	-3	1	1.8	27
CCOC(=O)c1sc(Nc2nc(OC)cc(OC)n2)nc1C	-4	5	nt	1	0	0	3	4.6	37
O=C(C1CCC(=O)N(C2CCCC2)C1)N1CCN(c2ccccc2Cl)CC1 (configuration not stated)	1	4	1	-4	1	10	-7	-0.5	-1
O=Cc1ccccc1OCCOc1ccccc1C=O	-1	3	5	-2	-2	10	2	0.6	-1
CN1CCN(CCC2Oc3cc([N+](=O)[O-])ccc3NC2=O)CC1 (configuration not stated)	-2	-4	4	-4	-2	-8	4	0.5	3
O=S1(=O)CCC(S(=O)(=O)N2CCCCCC2)C1 (configuration not stated)	-1	1	-6	5	-2	9	3	-0.1	-2
Cc1csc(SCC(=O)N(C)CC(=O)Nc2ccccc2Cl)n1	-1	4	-3	-3	-6	0	-1	-3.2	2
O=C(CSc1nnc(Cn2c(=O)sc3ccccc32)n1-c1ccccc1)N1CCCCCC1	-1	1	6	11	-2	-10	-2	3.1	2
CC(=O)N/C(=C\c1ccccc1)C(=O)OC(C)C(=O)NCc1ccccc1 (configuration not stated)	1	0	-3	-1	-6	8	-1	-0.3	-1
CCN(CC)CCCNC(=O)c1cn(CC)c2ccc(S(=O)(=O)N3CCc4ccccc4C3)cc2c1=O	-6	3	7	10	10	10	1	-0.3	2
Cc1ccc(-n2c(C)cc(C(=O)COC(=O)c3c(C)noc3C)c2C)cc1	4	4	11	7	3	-5	-1	2.0	-1
CC(O)CN(CCC(N)=O)CCC(N)=O (configuration not stated)	-1	0	-9	-3	0	-1	1	0.5	-4
CCOC(=O)C1CCN(C(C(=O)NC2CCCCC2)c2ccc(OC)cc2)CC1 (configuration not stated)	-9	4	-6	3	-1	-4	3	-1.5	-2
COc1ccc(Nc2ccc([N+](=O)[O-])cc2[N+](=O)[O-])cc1	0	0	-6	0	-5	0	2	-1.3	4
CCOC(=O)c1cnc(-c2ccccc2)nc1N1CC(C)OC(C)C1 (configuration not stated)	-1	9	-1	10	-8	10	-4	-1.1	18
CCn1c(SCc2nc(N)nc(N3CCCCC3)n2)nc2c1c(=O)n(C)c(=O)n2C	0	-3	2	13	-1	1	4	0.1	-1
O=C1CC(N2CCCc3ccccc32)C(=O)N1c1ccccc1 (configuration not stated)	6	-8	5	1	1	0	-3	-0.7	9
O=C(N/N=C1/CCS(=O)(=O)c2ccc(F)cc21)c1ccccn1	-2	-6	-1	5	-4	9	0	-2.6	6
Cn1cc(CN2CCC(CO)CC2)c(-c2ccc(Oc3ccccc3)cc2)n1	-1	0	5	-6	-3	2	-2	0.7	1
O=C(Nc1nnc(C2CC2)s1)c1ccc(Cl)nc1	nt	nt	13	4	-5	14	nt	-1.5	31
O=C(O)c1ccccc1N/N=C/C1=C(N2CCOCC2)C(=C\c2ccccc2)/CC1	25*	4	22	-11	-1	-8	-3	0.8	8
Cc1cc(C)n2nc(SCC#N)nc2n1	4	3	4	0	2	-6	-1	3.9	0
Cc1ccc(C(NC(=O)c2ccccc2S(C)(=O)=O)c2ccccc2)cc1 (configuration not stated)	-3	-4	2	-3	-2	8	2	-2.0	0
CC(Sc1ccccc1)C(=O)N/N=C/c1cccnc1 (configuration not stated)	0	2	10	2	-3	7	1	-1.5	11
CCn1nnnc1SCC(=O)NCc1cccs1	-2	-4	-4	3	1	9	-1	0.4	0
CC(/C=C/C=C/c1ccccc1)=N/NC(=O)C(O)c1ccccc1 (configuration not stated)	-2	-5	7	0	-1	-6	6	1.2	4
O=C(Nc1ccc(N2CCOCC2)cc1)c1cn2ccccc2n1	1	0	11	-3	-6	13	-1	-1.6	-9
COc1cc(CN2CCN(C(=O)CC(C)C)CC2)c([N+](=O)[O-])cc1OC	-4	0	-1	-12	-4	-6	-2	1.7	-2
CCCOc1ccc(C(=O)NCc2ccco2)cc1	-4	0	-7	6	-5	3	7	1.4	10
O=C(CCN1C(=O)C2C3C=CC(C3)C2C1=O)Nc1nccs1 (configuration not stated)	2	-9	-5	-3	-4	4	-6	-4.2	7
C=C(C)C(=O)Oc1ccc(N2C(=O)[C@@H]3C4C=CC(C4)[C@@H]3C2=O)cc1	-5	-2	1	6	-5	-13	-3	-1.3	5
Cc1ccc(/C=C/C(=O)Nc2ccc([N+](=O)[O-])c(NC(=O)/C=C/c3ccc(C)o3)c2)o1	4	38	-35	-3	11	-4	8	-1.1	1

Following part
SMILES	TPT1 inhibitor	core dimer inh	PAFAH2 FP inh	proCasp3 act	PP1 counter	proCasp7 act	CTSL1 counter	PP5 inh	AHR act
Cc1nn(-c2ccccc2)c(C)c1NC(=O)COC(=O)c1ccc(S(=O)(=O)C(F)F)cc1	-1	0	7	-6	-1	-11	3	-2.6	-1
CC(=O)N1CCc2cc(S(=O)(=O)NCCCN3CCN(Cc4ccccc4)CC3)ccc21	0	-8	-3	3	-4	15	-3	-0.7	0
NS(=O)(=O)c1cccc(NC(=O)COC(=O)c2ccccc2C(=O)c2ccccc2)c1	nt	nt	54*	6	-4	-6	nt	0.6	2
CC1=C(OC(=O)c2ccccc2)C(C)(C)C(c2ccccc2)OC1=O (configuration not stated)	-1	5	6	9	-1	-8	2	0.2	-1
O=[N+]([O-])c1ccc(-c2ccn[nH]2)o1	-10	3	5	-9	1	-1	0	3.1	-2

In the list so far, these contain a cyano group.
SMILES	TPT1 inhibitor	core dimer inh	PAFAH2 FP inh	proCasp3 act	PP1 counter	proCasp7 act	CTSL1 counter	PP5 inh	AHR act
COC(/C=C/Nc1ccc(C)c(C)c1)=C(C#N)C#N	0	-7	1	2	-6	5	-4	0.5	17
Cc1cc(C)n2nc(SCC#N)nc2n1	4	3	4	0	2	-6	-1	3.9	0
